# H9c2 protect – cardioprotection against H2O2-induced cell death, primary screen, uHTS, H9c2 cells, ATPLite luminescence; H9c2 cardiomyocytes, H2O2 injury protection, 2 h; protection from H2O2 cell death, % at 20 µM; 360,000 compounds, 0.63% hits; AID 588492, 2011;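 active = compounds giving at least 50% protection of heart cells from peroxide-induced death in the single-dose screen, raw or plate-pattern-corrected value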;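 note: 0% = DMSO wells with peroxide and 100% = DMSO wells without peroxide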
# Peg3 promoter – Peg3 promoter-driven luciferase inhibitors, primary screen, cell-based, HeLa, luciferase luminescence; HeLa PEG-Prom luciferase reporter, overnight; inhibition, % at 20 µM; 360,000 compounds, 1.7% hits; AID 588405, 2011;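 active = inhibition of at least 50% at 20 µM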
# hiPSC survival – enhancers of single-cell hiPSC survival, primary screen, ATPlite luminescence; 360,000 compounds, 0.044% hits; 100% = ROCK inhibitor wells, 0% = DMSO; survival enhancement, % at 20 µM; AID 602274, 2012; in the data active = survival enhancement above about 18%;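 note: cells exposed to compounds for 16 hours before the ATP read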
# CaV13 ICDI inh – Primary screen for inhibitors of IQ motif and Ca2+-dependent inactivation inhibitor domain binding in CACNA1D, Förster resonance energy transfer in living cells, … | HEK cells, CFP/YFP FRET ICDI-IQ, plate reader, 10 min; percent FRET-ratio fall versus neutral wells | inhibition, % at 12.3 µM | 340,000 compounds, 0.098% hits;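 active = mean replicate inhibition of at least 30% and at least 1% of replicates passing that level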;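 note: 0% = median of the neutral control wells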
# Shn3 3UTR inh – reduction of Shn3 3'UTR firefly luciferase signal, primary screen, Schnurri-3 inhibitor project, cell-based, Clone20 osteoblasts, set 2; AID 588674, 2011; inhibition, % at 12.5 µM; Clone20 osteoblast Shn3 3'UTR firefly luciferase, 24 h; 360,000 compounds, 0.52% hits;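 active = mean inhibition of at least 75% with every replicate also reaching 75%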;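 note: 0% = median of neutral control wells and 100% = pilot-screen positive control compound; some compounds past the cut are filed as inactive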
# NR2E3 ag-1 – inhibitors of NR2E3-RetCOR corepressor binding, primary screen, NR2E3 agonist project, biochemical, TR-FRET, GST-NR2E3, biotin-RetCOR. 1536-well. inhibition of corepressor binding, % at 4.78 µM. 320,000 compounds, 0.12% hits. AID 2300, 2010;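 active = percent inhibition above the cutoff of mean plus 3 SD of all tested compounds, set per screening campaign, cut at about 20% in these data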;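 note: 0% = DMSO wells and 100% = biotin wells as full block of FRET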
# Target sequence (Q9Y5X4 whole entry, looked up): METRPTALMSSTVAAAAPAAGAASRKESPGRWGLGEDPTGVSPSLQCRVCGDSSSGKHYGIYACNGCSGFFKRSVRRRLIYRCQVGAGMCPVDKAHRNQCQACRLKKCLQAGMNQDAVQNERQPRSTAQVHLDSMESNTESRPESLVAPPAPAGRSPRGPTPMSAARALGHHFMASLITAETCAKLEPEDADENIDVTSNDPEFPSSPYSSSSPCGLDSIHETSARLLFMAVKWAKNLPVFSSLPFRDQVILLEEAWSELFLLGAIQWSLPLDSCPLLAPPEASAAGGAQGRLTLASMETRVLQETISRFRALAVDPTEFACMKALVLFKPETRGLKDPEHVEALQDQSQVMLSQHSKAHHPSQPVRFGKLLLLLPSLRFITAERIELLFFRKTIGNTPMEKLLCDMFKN
#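 Assay system: NR2E3–RetCOR corepressor complex. Quantity: 1.35 nM GST-NR2E3. Buffer or medium: pH 7.5 Tris-based buffer. Reagent: biotinylated RetCOR corepressor at 7 nM final. Schedule: 5 h at 4 °C. Detection: TR-FRET, emission read at 617 and 671 nm. Replicates: one well per compound, singlicate testing.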
# PDI turbidity – inhibitors of human PDI, primary screen, biochemical, turbidity, single point, plate reader. Protein disulfide-isomerase (Homo sapiens), P07237. PDI insulin aggregation turbidity, A650, 90 min. inhibition, % at 10 µM. 350,000 compounds, 0.052% hits;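 active = mean inhibition across replicates of 30% or more, whatever share of single replicates reach that level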;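 note: absorbance from insulin aggregation driven by PDI reduction with DTT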
# HTR2A ag – mouse Htr2a agonists via beta-arrestin recruitment, primary screen, cell-based, luminescence; 5-hydroxytryptamine receptor 2A (Mus musculus), P35363; CHO-K1 mHTR2A beta-arrestin complementation; percent of 30 µM serotonin response; activation, % at 7.6 µM; 360,000 compounds, 0.66% hits; AID 624169, 2012;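 active = activation above a run cutoff, the mean activation of all tested compounds plus 3 SD, cut at about 14% in these data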;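 note: 0% = plate median of compound wells and 100% = 30 µM serotonin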
# Target sequence (P35363 whole entry, looked up): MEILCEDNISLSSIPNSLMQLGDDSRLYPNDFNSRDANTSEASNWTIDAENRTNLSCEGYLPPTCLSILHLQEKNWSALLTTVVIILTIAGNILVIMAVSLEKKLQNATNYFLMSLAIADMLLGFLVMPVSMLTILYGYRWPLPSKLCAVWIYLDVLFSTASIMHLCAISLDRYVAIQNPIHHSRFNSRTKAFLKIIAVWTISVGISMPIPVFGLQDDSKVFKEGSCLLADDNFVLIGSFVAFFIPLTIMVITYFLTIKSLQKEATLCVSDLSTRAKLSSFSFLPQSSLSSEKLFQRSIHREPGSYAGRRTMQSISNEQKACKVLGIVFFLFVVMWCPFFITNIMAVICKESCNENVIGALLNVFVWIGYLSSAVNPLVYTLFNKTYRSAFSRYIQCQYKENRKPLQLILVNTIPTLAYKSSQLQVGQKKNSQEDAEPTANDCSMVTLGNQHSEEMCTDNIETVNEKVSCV
# NR2E3 ag-2 – NR2E3 agonists in two-hybrid cells, primary screen, cell-based, luminescence, CHO-S, Gal4-NCOR/VP16-NR2E3; Photoreceptor-specific nuclear receptor (Homo sapiens), Q9Y5X4; luciferase; inhibition of corepressor binding, % at 3.98 µM; 360,000 compounds, 0.35% hits; AID 602229, 2012;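 active = inhibition above the mean of all tested compounds plus 3 SD, cut at about 70% in these data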;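 note: 0% = DMSO with NR2E3 transfected cells and 100% = cells lacking NR2E3 construct; higher means lower luciferase signal from less NR2E3 corepressor binding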
# MITF TRPM1 inh – inhibitors of MITF-dependent TRPM1 promoter reporter, primary screen, cell-based, SK-MEL-5, single point, luciferase; inhibition, % at 12.5 µM; SK-MEL-5 TRPM1 promoter luciferase, 24 h; 330,000 compounds, 0.83% hits; AID 488899, 2010;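 active = mean inhibition across replicates of 60% or more, whatever share of single replicates reaches that level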; note: values of inactives mirror those of a sister screen read the other way
# HIF-2a block – HIF-2a reporter inhibitors, primary screen, luminescence, 786-0 RCC cells | 786-0 RCC cells HIF-2a reporter, luciferase luminescence, overnight | 360,000 compounds, 0.72% hits | inhibition, % at 18.8 µM;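 active = inhibition of the luminescence signal of 40% or more relative to plate controls, in a single-dose primary screen at 18.75 µM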
# Numbers without * were called inactive; nt = no result given.
SMILES,H9c2 protect,Peg3 promoter,hiPSC survival,CaV13 ICDI inh,Shn3 3UTR inh,NR2E3 ag-1,PDI turbidity,HTR2A ag,NR2E3 ag-2,MITF TRPM1 inh,HIF-2a block
COC(=O)[C@@H]1C[C@@]2(O)[C@@H](O)[C@@H](O)[C@@H](O)C[C@H]2N1Cc1ccc(C(F)(F)F)cc1,-2,12,-0.8,-10,-6,2,-3,-8,3,6,14
CN(C(=O)COC(=O)c1ccccc1Cc1ccccc1)C1CCS(=O)(=O)C1 (centres undefined),4,-5,-0.5,nt,-7,-1,7,8,-41,-9,-44
Cc1ccc(C)c(C2C(C#N)=C(N)Oc3cc(C)oc(=O)c32)c1 (centres undefined),10,-6,-1.3,-5,18,-1,0,5,11,-7,12
OCC1(Cc2ccccc2)CCN(Cc2cc3ccccc3o2)CC1,-6,11,-0.6,-4,7,8,4,20*,-9,-9,5
CS(=O)(=O)c1ccccc1C(=O)N(CCC1=CCCCC1)c1c(N)n(Cc2ccccc2)c(=O)[nH]c1=O,0,-1,0.0,-2,-1,-5,3,-4,-4,-8,18
CCC(=O)NC(NC(=S)Nc1cccc2cccnc12)C(Cl)(Cl)Cl (centres undefined),1,5,-1.0,-5,2,0,0,1,-8,16,6
COc1ccc(/C=C/C(=O)OCC(=O)Nc2ccc3[nH]c(=O)[nH]c3c2)cc1OC,6,-6,0.9,nt,5,-3,-4,-5,-11,8,6
CCOC(=O)C1=C(COC(=O)c2cc([N+](=O)[O-])ccc2Cl)NC(=O)NC1C (centres undefined),3,-13,-0.6,-10,4,nt,3,1,7,nt,4
Cc1ccc(C(=O)NC(=S)Nc2ccc3[nH]c(=O)[nH]c3c2)c(C)c1,-1,12,-0.6,-8,4,0,1,7,-9,12,-1
NS(=O)(=O)c1cccc(NC(=O)COC(=O)C2CCCCC2)c1,1,2,2.1,-5,9,5,6,1,-4,4,12
Cc1ccc(NC2=C(Cl)C(=O)OC2OC(C)C)c(C)c1 (centres undefined),-4,15,-1.3,-8,-15,4,10,-7,41,12,15
Cn1nc(C(F)(F)F)c(C(=O)Nc2ccc(F)cc2F)c1Sc1ccc(Cl)cc1,2,30,6.0,-6,9,-2,14,-3,-7,6,19

# Arranged by molar mass (rising): six of the compounds above
SMILES,H9c2 protect,Peg3 promoter,hiPSC survival,CaV13 ICDI inh,Shn3 3UTR inh,NR2E3 ag-1,PDI turbidity,HTR2A ag,NR2E3 ag-2,MITF TRPM1 inh,HIF-2a block
Cc1ccc(NC2=C(Cl)C(=O)OC2OC(C)C)c(C)c1 (centres undefined),-4,15,-1.3,-8,-15,4,10,-7,41,12,15
OCC1(Cc2ccccc2)CCN(Cc2cc3ccccc3o2)CC1,-6,11,-0.6,-4,7,8,4,20*,-9,-9,5
NS(=O)(=O)c1cccc(NC(=O)COC(=O)C2CCCCC2)c1,1,2,2.1,-5,9,5,6,1,-4,4,12
CN(C(=O)COC(=O)c1ccccc1Cc1ccccc1)C1CCS(=O)(=O)C1 (centres undefined),4,-5,-0.5,nt,-7,-1,7,8,-41,-9,-44
CCC(=O)NC(NC(=S)Nc1cccc2cccnc12)C(Cl)(Cl)Cl (centres undefined),1,5,-1.0,-5,2,0,0,1,-8,16,6
Cn1nc(C(F)(F)F)c(C(=O)Nc2ccc(F)cc2F)c1Sc1ccc(Cl)cc1,2,30,6.0,-6,9,-2,14,-3,-7,6,19

# Going on with the list.
SMILES,H9c2 protect,Peg3 promoter,hiPSC survival,CaV13 ICDI inh,Shn3 3UTR inh,NR2E3 ag-1,PDI turbidity,HTR2A ag,NR2E3 ag-2,MITF TRPM1 inh,HIF-2a block
CCC(=O)N1CCN(c2ccccc2NC(=O)COc2ccccc2Cl)CC1,49,21,1.9,nt,15,-3,18,-7,-19,3,-33
Cc1cc(-c2n[nH]c(=S)n2/N=C/c2ccccc2[N+](=O)[O-])n[nH]1,5,51*,-0.3,-4,-8,1,9,2,-17,9,9
COc1ccc(-c2noc(-c3ccc4c(c3)OCO4)n2)cc1,-17,-236,-3.2,-6,-20,0,-12,-2,-64,-81,-229
Cc1cc(NC(=O)CSc2nc(C)c(C)n2CC(C)C)no1,-2,-95,-1.8,-7,0,nt,7,0,5,3,-4
CCCCNC(=S)N(C)/N=C/c1ccc(OCC(=O)Nc2c(C)cc(C)cc2C)c(OC)c1,-12,19,2.3,-4,27,2,-14,-1,-10,6,4
Nc1ccc(N=Nc2ccc(O)cc2)c(N)n1,-9,-300,-4.3,-6,-17,nt,1,-10,-5,-74,-293
CN(C)c1cc[n+](CCC(=O)Nc2cccc([N+](=O)[O-])c2N)cc1,5,-9,-0.2,-8,-7,2,-3,2,-13,-14,14
COc1cccc(NC(=O)N2CCC(NC(=O)C(Cc3cccc(C)c3)NC(C)=O)CC2)c1 (centres undefined),0,5,0.5,-3,-7,3,-8,-1,-26,4,10
CCC(=O)N(CCN1CCOCC1)Cc1cc2cc3c(cc2nc1Cl)OCO3,-2,5,-0.6,1,-15,1,-8,-1,3,-2,8
O=S(=O)(CC(CN1CCCCC1)N1CCCCC1)c1ccccc1 (centres undefined),-2,67*,-3.7,0,-15,4,5,0,-3,47,-11
O=C1NN(c2cccc(Br)c2)C(=O)/C1=C\c1ccc(N2CCOCC2)cc1,-5,7,-0.2,nt,-26,1,8,-2,15,-11,16
O=c1c(Cl)cc(Cl)nn1-c1ccccc1,-13,40,-1.2,-3,26,0,4,2,-18,44,24
COc1cccc(NC(=O)c2ccccc2NC(=O)c2ccncc2)c1,9,-46,0.9,-2,0,nt,-12,-4,11,-33,-99
Cc1ccc(S(=O)(=O)N2CC3(O)CN(C(=O)OC(C)C)N(C(=O)OC(C)C)CC3(OC(=O)NCc3ccccc3)C2)cc1 (centres undefined),10,16,-0.8,-4,1,nt,-2,7,-10,nt,-7
Cc1nc(N2CCN(C)CC2)c2c(C)c(C(=O)Nc3ccc(C)c(F)c3)sc2n1,-1,17,-0.8,-8,-2,0,-5,-6,-20,-11,-55
Cc1cc(C)n2nc(SCc3nnc(-c4ccccc4Br)o3)nc2n1,7,5,-0.5,4,-16,2,-5,0,-13,7,17
CC(NC(=O)COc1ccccc1)C(=O)OCC(=O)c1cc2ccccc2o1 (centres undefined),4,-2,1.2,-5,3,4,-5,-9,-3,-3,-6
CCOC(=O)N1CCN(c2c(N3CCN(c4ccc(F)cc4)CC3)c(=O)c2=O)CC1,-1,-4,0.1,-3,9,3,-3,-5,2,0,18
COCCNC(=O)C1(C)CCCN(CCOc2ccc(Cl)cc2)C1 (centres undefined),4,-4,-0.8,-5,-35,nt,4,5,-7,nt,13
O=S1(=O)NC(=NCC(c2ccco2)N2CCCCC2)c2ccccc21 (centres undefined),8,4,0.0,-2,-6,2,13,4,1,3,16
O=C(NCc1ccccc1)Nc1cccn(Cc2ccccc2F)c1=O,-6,-51,-0.8,-5,-5,1,2,-4,-16,-6,-63
O=C(Nc1ccc(N2CCOCC2)cc1)c1csc([C@H]2C[C@H](O)[C@@H](CO)O2)n1,-3,-13,-2.3,-5,-36,nt,11,4,-14,nt,-10
COc1ccc(S(=O)(=O)N2CCN(C)CC2)cc1Br,-10,7,-0.7,-6,1,3,3,-3,-36,6,2
CCCN(Cc1cc2ccc(C)cc2[nH]c1=O)C(=O)c1cccnc1,4,-2,-1.9,-5,0,1,0,0,-24,8,1
O=C(N/N=C/c1sc(=O)n(-c2ccccc2)c1Cl)c1ccncc1,6,-54,-3.1,6,-46,4,-14,2,-21,-11,-47
O=C(c1cccnc1Cl)N1CCOCC1,5,-16,-0.7,-5,-7,-1,12,-2,-2,-28,3
COc1ccc(/C=N/NC(=O)c2ccc3c(c2)OCCO3)c(OC)c1,3,-5,0.4,-6,-7,3,0,-9,0,6,-10
COc1ccc(C(CC(=O)Nc2cc(C)ccn2)N2Cc3ccccc3C2=O)cc1 (centres undefined),4,-10,-0.5,-19,0,0,0,2,-14,-4,9
CCn1nnnc1SCC(=O)Nc1nc2ccccc2s1,1,-82,-2.7,-2,-8,-1,-5,-9,3,-5,-70
O=C(Nc1ccc(Cl)cc1)c1cc2c(cc1O)[nH]c1ccccc12,-19,54*,-0.7,-21,-21,-1,-4,10,101*,3,-75
COc1cccc(CNC(=O)Cn2ccc3cc(S(=O)(=O)N4CCCC4)ccc32)c1,-1,8,-0.3,-7,10,0,-2,-2,8,-10,2
Nc1nnc(SCC(=O)N2CCCCC2)s1,3,-3,1.4,nt,8,1,-5,11,-22,1,-2
COc1ccc(OC)c2[nH]c(=O)c(CCNC(=O)C(=O)c3c[nH]c4ccccc34)cc12,42,48,-0.1,-5,-3,-5,-4,-4,-7,25,14
Cc1cc(C)c(S(=O)(=O)N2CCN(c3ccccc3)CC2)c(C)c1,-7,26,0.2,-5,-8,2,-1,6,3,-3,22
CC1CCCC(C)N1C(=O)COC(=O)c1ccc(F)c(S(=O)(=O)N2CCOCC2)c1 (centres undefined),3,-1,-0.5,-7,10,0,2,2,-21,2,-2
O=C(CSc1nnc(-c2ccc(Cl)cc2)n1-c1ccccc1)N/N=C/c1ccccc1C(=O)O,8,6,-0.1,-5,-3,5,-1,3,-1,0,9
Cc1c(Cc2c(Cl)cccc2Cl)c(=O)ccn1C(C)c1ccccc1 (centres undefined),-4,-5,-1.2,-6,13,nt,3,-2,-34,7,-8
CC(=O)OCc1c(F)c(F)c(-n2nc(C)cc2C)c(F)c1F,-2,21,4.5,-3,-3,3,1,0,-7,0,3

# Source: PubChem BioAssay (several laboratories)
